Source: PubChem (several laboratories)
KCNK3 inh – human KCNK3 channel inhibitors, primary screen, CHO cells, FluxOR thallium flux, B-score. hit rate 0.84% among 340,000. B-score at 10 µM. FluxOR fluorescence; hits give low values;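 active means B-score under library mean minus 4 SD, starting fluorescence ratio at most library mean plus 5 SD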;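 further: more negative B-score means stronger inhibition of thallium flux through KCNK3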
Target sequence (O14649 whole entry, looked up): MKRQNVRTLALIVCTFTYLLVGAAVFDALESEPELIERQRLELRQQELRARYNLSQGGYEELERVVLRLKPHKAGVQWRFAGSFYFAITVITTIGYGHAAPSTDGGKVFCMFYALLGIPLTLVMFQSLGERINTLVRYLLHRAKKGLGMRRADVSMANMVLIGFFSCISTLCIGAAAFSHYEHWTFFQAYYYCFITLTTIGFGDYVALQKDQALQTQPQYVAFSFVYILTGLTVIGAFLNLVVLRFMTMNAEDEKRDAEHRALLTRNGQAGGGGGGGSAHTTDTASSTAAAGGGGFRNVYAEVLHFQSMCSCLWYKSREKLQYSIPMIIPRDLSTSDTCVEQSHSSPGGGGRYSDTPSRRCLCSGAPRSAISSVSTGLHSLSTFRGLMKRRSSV
KCNK9 inh – KCNK9 potassium channel inhibitors, primary screen, HEK293 cells, thallium flux. Potassium channel subfamily K member 9 (Homo sapiens), Q9NPC2. FluxOR thallium flux fluorescence; hits give low values. B-score at 10 µM. hit rate 1.2% among 310,000;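 active means ratio B-score over 3 SD below the library mean, with starting fluorescence within 5 SD of its mean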;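 further: negative B-score means less thallium flux so channel inhibition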
Target sequence (Q9NPC2 whole entry, looked up): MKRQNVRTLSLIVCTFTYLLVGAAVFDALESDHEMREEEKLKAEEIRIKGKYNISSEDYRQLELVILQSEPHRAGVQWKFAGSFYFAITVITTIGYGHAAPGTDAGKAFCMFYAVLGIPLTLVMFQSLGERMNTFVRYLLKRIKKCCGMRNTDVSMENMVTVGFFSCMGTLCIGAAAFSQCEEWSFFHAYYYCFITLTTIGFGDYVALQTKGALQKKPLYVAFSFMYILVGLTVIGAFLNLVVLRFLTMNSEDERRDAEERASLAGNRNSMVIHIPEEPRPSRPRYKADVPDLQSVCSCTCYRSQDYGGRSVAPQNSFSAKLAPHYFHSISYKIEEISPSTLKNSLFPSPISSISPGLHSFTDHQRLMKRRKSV
GSK3 alpha inh – blockers of GSK3A enzyme activity – biochemical, luminescence, cell-free homogeneous, HTS, primary screen; inhibition, % at 10 µM; hit rate 0.1% among 320,000; GSK-3 alpha kinase, ADP-Glo luminescence, 60 min;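 in the data active means inhibition above about 50%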;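 further: GST-tagged GSK-3 alpha with peptide substrate and 25 µM ATP; 0% = DMSO neutral wells and 100% = GW8510 positive control wells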
DYRK1A inh – rat Dyrk1A kinase inhibitors, primary screen, biochemical, single point, plate reader; Dual specificity tyrosine-phosphorylation-regulated kinase 1A (Rattus norvegicus), Q63470; ADP-Glo luminescence, NFATc1 peptide; inhibition, % at 12.5 µM; hit rate 0.43% among 310,000; AID 504441, 2011; in the data active means inhibition above about 50%;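 further: plate controls were vehicle with enzyme for no effect and no enzyme for full effect; many of its hits are not listed in these tables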
hERG protect – hERG rescue from dofetilide block, primary screen, cell-based, CHO-hERG, FluxOR thallium flux, dofetilide IC70 | Voltage-gated inwardly rectifying potassium channel KCNH2 (Homo sapiens), Q12809 | activation (rescue from dofetilide block), less the hit threshold, % at 10 µM | dofetilide IC70 present | AID 1511, 2009 | hit rate 0.51% among 310,000;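 active means activation above the mean of controls blocked by dofetilide plus 5 SD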;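 further: thallium influx through hERG after potassium depolarization seen as dye fluorescence rise; in these data hits start at about 4.7%; inactives centre near -7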
RGS4 act – RGS4 potentiators or activators, primary screen, cell-based, HEK293 M3R inducible RGS4, calcium flux | hit rate 0.92% among 310,000 | AID 463111, 2010 | B-score at 10 µM | carbachol calcium flux Fluo4; hits give low values;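 active means B-score of the integrated calcium signal more than 4 SD below the library mean, with starting fluorescence not abnormally high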;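 further: negative B-score means reduced calcium response which marks RGS4 activation or potentiation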
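Also added: carbachol at ECmax as muscarinic agonist stimulus; Assay system: HEK293 cells with stable M3R and inducible RGS4; Timing: overnight RGS4 induction, 30 min dye load 37 °C, 20 min compound RT; Measured by: Fluo4-AM (2 µM) calcium-flux fluorescence, kinetic read.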
GSK3B inh – human GSK3beta kinase inhibitors, primary screen, biochemical, cell-free homogeneous, HTS. hit rate 0.038% among 300,000. Glycogen synthase kinase-3 beta (Homo sapiens), P49841. activity score (negative = inhibition), % at 10 µM. GST-GSK3beta kinase, ADP-Glo luminescence, 60 min; hits give low values;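 active means more than half of replicate wells score below -50%, meaning over 50% inhibition versus plate controls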;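 further: 0% = median DMSO wells and -100% = median GW8510 positive control wells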
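Assay system: GST-tagged human GSK3beta kinase, cell-free; Input: 1.6 ng GSK3beta; Medium: Tris/MgCl2 kinase buffer; Timing: 60 min enzyme reaction, room temperature; Signal: ADP-Glo luminescence quantifying ADP generated by kinase; Evaluation: score relative to plate controls; Benchmarks: DMSO neutral wells and GW8510 at 20 µM as positive.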
KCNQ1 block – inhibitors of human KCNQ1 channel, primary screen, cell-based, thallium flux, high-throughput; hit rate 1.3% among 310,000; AID 2642, 2010; CHO-K1 KCNQ1, FluxOR thallium flux fluorescence; hits give high values; B-score at 10 µM;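 active means compounds whose thallium flux B-score, printed positive for inhibition, exceeds three library SD while starting fluorescence stays within three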;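 further: channel opened by potassium depolarization with thallium stimulus after 20 min compound exposure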
RGS4 inh – RGS4 inhibitors, primary screen, cell-based, HEK293 M3R inducible RGS4, calcium flux; hit rate 0.45% among 310,000; Regulator of G-protein signaling 4 (Homo sapiens), P49798; Fluo-4 calcium flux; hits give high values; triggered by carbachol at its EC20; B-score at 10 µM;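 active means B-score, a plate-corrected calcium signal, over three deviations above library mean, with baseline fluorescence within five deviations of library mean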;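 further: RGS4 expression induced by doxycycline in cells with stable M3 receptor; B-score is computed from the integrated fluorescence ratio over baseline after carbachol; higher B-score means a larger calcium signal and so more RGS4 inhibition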
Target sequence (P49798 whole entry, looked up): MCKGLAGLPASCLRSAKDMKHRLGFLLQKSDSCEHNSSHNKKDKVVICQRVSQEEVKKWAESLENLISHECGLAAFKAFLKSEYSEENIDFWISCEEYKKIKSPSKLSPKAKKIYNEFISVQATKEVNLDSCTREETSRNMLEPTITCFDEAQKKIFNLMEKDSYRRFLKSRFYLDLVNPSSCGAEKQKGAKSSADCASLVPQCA
PolyA inh – polyadenylation inhibitors in yeast reporter cells, primary screen, luminescence, S. cerevisiae | calls only at 12 µM | S. cerevisiae SKY197-pL101 polyadenylation reporter, beta-gal luminescence; efflux-impaired pdr1/pdr3 knockout yeast; score 100 = 6 SD above DMSO | hit rate 0.02% among 300,000;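 active means lowest replicate activity score at least 50, where 100 means six control SD above control mean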;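 further: yeast exposed to compound for 9 h at 30 °C; higher score means more reporter readthrough which indicates perturbed polyadenylation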
KCNQ1 act – potentiators or activators of KCNQ1 channel, primary screen, cell-based, thallium flux, high-throughput; Potassium voltage-gated channel subfamily KQT member 1 (Homo sapiens), P51787; CHO-K1 KCNQ1, thallium flux FluxOR fluorescence; hits give high values; B-score at 10 µM; hit rate 0.35% among 310,000; AID 2648, 2010;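 active means fluorescence ratio B-score, a plate-corrected score, at least three library SD, with initial intensity B-score within 5 SD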
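Material: CHO-K1 cells stably expressing KCNQ1. Medium: assay buffer for compound exposure, DMSO matched across wells. Reagent: K+/Tl+ depolarizing stimulus. Compound dosing: single-concentration screen. Times: 37 °C overnight plating, 90-min dark dye load, 20-min compound pretreatment. Technique: FluxOR Tl+ flux fluorescence.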
* hit, by the source's call. Not all compounds are listed; rates above refer to the full screens.

Screening CC(=O)OC1(c2ccc(C)cc2)CN2CCC1c1ccccc12 (stereo not given) returned KCNK3 inh inactive, KCNK9 inh inactive, GSK3 alpha inh -2, DYRK1A inh 1, hERG protect -6, RGS4 act inactive, GSK3B inh 3, KCNQ1 block inactive, RGS4 inh inactive, PolyA inh inactive and KCNQ1 act inactive.
For O=C(CN1CCCC1=O)NCCc1ccccc1 the results were KCNK3 inh inactive, KCNK9 inh inactive, GSK3 alpha inh 3, DYRK1A inh 2, hERG protect -2, RGS4 act inactive, GSK3B inh 0, KCNQ1 block inactive, RGS4 inh inactive, PolyA inh inactive and KCNQ1 act inactive.
`O=[N+]([O-])c1ccc(N2CCNCC2)cc1NCC1CCCO1` (stereo not given) gave KCNK3 inh inactive, KCNK9 inh inactive, GSK3 alpha inh -3, DYRK1A inh 4, hERG protect -10, RGS4 act inactive, GSK3B inh -1, KCNQ1 block inactive, RGS4 inh inactive, PolyA inh inactive and KCNQ1 act inactive.
`CN(C)C(=O)Oc1cccc(-c2cn3cc(Cl)ccc3n2)c1` gave KCNK3 inh inactive, KCNK9 inh inactive, GSK3 alpha inh 1, DYRK1A inh 8, hERG protect -13, RGS4 act inactive, GSK3B inh 5, KCNQ1 block inactive, RGS4 inh inactive, PolyA inh inactive and KCNQ1 act inactive.
Screening Cc1ccc(-n2c(O)c(C=NCCCn3ccnc3)c(=O)[nH]c2=O)cc1 returned KCNK3 inh inactive, KCNK9 inh inactive, GSK3 alpha inh 25, DYRK1A inh -2, hERG protect -6, RGS4 act inactive, GSK3B inh -8, KCNQ1 block inactive, RGS4 inh inactive, PolyA inh inactive and KCNQ1 act inactive.
`COC(=O)c1c(C)n(Cc2ccco2)c2ccc(O)cc12` gave KCNK3 inh inactive, KCNK9 inh inactive, GSK3 alpha inh -2, DYRK1A inh -6, hERG protect -11, RGS4 act inactive, GSK3B inh 2, KCNQ1 block inactive, RGS4 inh inactive, PolyA inh inactive and KCNQ1 act inactive.
`COc1ccc(N=C(C)c2c(O)n(C3CCCCC3)c(=O)[nH]c2=O)c(OC)c1` gave KCNK3 inh inactive, KCNK9 inh inactive, GSK3 alpha inh -1, DYRK1A inh -4, hERG protect -17, RGS4 act inactive, GSK3B inh -2, KCNQ1 block inactive, RGS4 inh inactive, PolyA inh inactive and KCNQ1 act inactive.
For Cc1cc(C)cc(N2C(=O)NC(=O)/C(=C/c3cccn3-c3ccc(Cl)cc3)C2=O)c1 the results were KCNK3 inh inactive, KCNK9 inh inactive, GSK3 alpha inh -2, DYRK1A inh -3, hERG protect -7, RGS4 act inactive, GSK3B inh -1, KCNQ1 block inactive, RGS4 inh inactive, PolyA inh inactive and KCNQ1 act inactive.
`CCCCCn1c(=O)c(C(=O)Nc2ccccc2Cl)c(O)c2ccccc21` gave KCNK3 inh inactive, KCNK9 inh inactive, GSK3 alpha inh -2, hERG protect -4, RGS4 act inactive, GSK3B inh 2, KCNQ1 block inactive, RGS4 inh inactive, PolyA inh inactive and KCNQ1 act inactive.
For COc1ccc(CN2CCN(C(=O)COc3ccc4ccccc4c3)CC2)c(OC)c1 the results were KCNK3 inh inactive, KCNK9 inh inactive, GSK3 alpha inh -2, DYRK1A inh -1, hERG protect -15, RGS4 act inactive, GSK3B inh 8, KCNQ1 block inactive, RGS4 inh inactive, PolyA inh inactive and KCNQ1 act inactive.
`O=C1/C(=C\c2ccc(Cl)c(Cl)c2)N2CCC1CC2` gave KCNK3 inh inactive, KCNK9 inh inactive, GSK3 alpha inh 1, DYRK1A inh 11, hERG protect -9, RGS4 act inactive, GSK3B inh -1, KCNQ1 block inactive, RGS4 inh 21*, PolyA inh inactive and KCNQ1 act inactive.
`O=C(NCC(c1cccnc1)N1CCOCC1)Oc1ccccc1` (stereo not given) gave KCNK3 inh inactive, KCNK9 inh inactive, GSK3 alpha inh 3, DYRK1A inh -1, hERG protect -2, RGS4 act inactive, GSK3B inh 0, KCNQ1 block inactive, RGS4 inh inactive, PolyA inh inactive and KCNQ1 act inactive.
Screening Cc1[nH]c2ccc(OC(F)(F)F)cc2c1CCNCc1ccc(Cl)cc1 returned KCNK3 inh inactive, KCNK9 inh inactive, GSK3 alpha inh 4, DYRK1A inh 7, hERG protect -28, RGS4 act inactive, GSK3B inh -3, KCNQ1 block inactive, RGS4 inh inactive, PolyA inh inactive and KCNQ1 act inactive.
C=CCN1C(=O)/C(=C\c2ccc(N3CCOCC3)o2)C(=O)NC1=S was read as KCNK3 inh inactive, KCNK9 inh inactive, GSK3 alpha inh 0, DYRK1A inh -3, hERG protect -12, RGS4 act inactive, GSK3B inh 4, KCNQ1 block inactive, RGS4 inh inactive, PolyA inh inactive and KCNQ1 act inactive.
Screening CCCCn1c(N)c(C(=O)OCC2CCCO2)c2nc3ccccc3nc21 (stereo not given) returned KCNK3 inh inactive, KCNK9 inh inactive, GSK3 alpha inh 0, DYRK1A inh -1, hERG protect -29, RGS4 act inactive, GSK3B inh 2, KCNQ1 block inactive, RGS4 inh inactive, PolyA inh inactive and KCNQ1 act inactive.
Screening N#Cc1ccccc1NC(=O)CN1CC=C(c2ccccc2)CC1 returned KCNK3 inh inactive, KCNK9 inh inactive, GSK3 alpha inh -1, hERG protect -6, RGS4 act inactive, GSK3B inh 0, KCNQ1 block inactive, RGS4 inh inactive, PolyA inh inactive and KCNQ1 act inactive.
For Cc1ccc(NC2=NCCCS2)cc1Cl the results were KCNK3 inh inactive, KCNK9 inh inactive, GSK3 alpha inh -4, DYRK1A inh -6, hERG protect -4, RGS4 act inactive, GSK3B inh -1, KCNQ1 block inactive, RGS4 inh inactive, PolyA inh inactive and KCNQ1 act inactive.
For O=C1C=Cc2ccccc2C1=O the results were KCNK9 inh inactive, GSK3 alpha inh -1, hERG protect -4, RGS4 act inactive, GSK3B inh 3, KCNQ1 block inactive, RGS4 inh inactive, PolyA inh inactive and KCNQ1 act inactive.
`C/C(=N\NC(=O)c1ccccc1)c1c(O)n(C2CCCCC2)c(=O)[nH]c1=O` gave KCNK3 inh inactive, KCNK9 inh inactive, GSK3 alpha inh -2, DYRK1A inh -7, hERG protect -18, RGS4 act inactive, GSK3B inh -4, KCNQ1 block inactive, RGS4 inh inactive, PolyA inh inactive and KCNQ1 act inactive.
Screening COc1cccc(CC(=O)N2CCN(Cc3cccc(Cl)c3)CC2)c1 returned KCNK3 inh inactive, KCNK9 inh inactive, GSK3 alpha inh -4, DYRK1A inh -1, hERG protect -5, RGS4 act inactive, GSK3B inh 4, KCNQ1 block inactive, RGS4 inh inactive, PolyA inh inactive and KCNQ1 act 8*.
CCOC(=O)C1(c2ccccc2)CCN(CC(=O)Nc2cccc3ccccc23)CC1 was read as KCNK3 inh inactive, KCNK9 inh inactive, GSK3 alpha inh -1, DYRK1A inh 1, hERG protect -15, RGS4 act inactive, GSK3B inh -4, KCNQ1 block inactive, RGS4 inh inactive, PolyA inh inactive and KCNQ1 act inactive.
Screening Cc1c(C(=O)N2CCC3(CC2)OCCO3)oc2ccc(S(=O)(=O)N3CCOCC3)cc12 returned KCNK3 inh inactive, KCNK9 inh inactive, GSK3 alpha inh 1, DYRK1A inh -2, hERG protect -11, RGS4 act inactive, GSK3B inh -3, KCNQ1 block inactive, RGS4 inh inactive, PolyA inh inactive and KCNQ1 act inactive.
`CN1CCN(/N=C/c2c(O)n(C)c(=O)n(C)c2=O)CC1` gave KCNK3 inh inactive, KCNK9 inh inactive, GSK3 alpha inh -1, DYRK1A inh 0, hERG protect 1, RGS4 act inactive, GSK3B inh 3, KCNQ1 block inactive, RGS4 inh inactive, PolyA inh inactive and KCNQ1 act inactive.
For Cc1nc2ccccc2c(=O)n1-c1ccccc1[N+](=O)[O-] the results were KCNK3 inh inactive, KCNK9 inh inactive, GSK3 alpha inh 1, DYRK1A inh 11, hERG protect -4, RGS4 act inactive, GSK3B inh -4, KCNQ1 block inactive, RGS4 inh inactive, PolyA inh inactive and KCNQ1 act inactive.
`CCN1CCC2(CC1)NC(CO)(CO)CO2` gave KCNK3 inh inactive, KCNK9 inh inactive, GSK3 alpha inh 1, DYRK1A inh -3, hERG protect -9, RGS4 act inactive, GSK3B inh 4, KCNQ1 block inactive, RGS4 inh inactive, PolyA inh inactive and KCNQ1 act inactive.
For C=Cn1ccnc1P(O)(=S)c1nc(C)c(CCOC(C)=O)s1 (stereo not given) the results were KCNK3 inh inactive, KCNK9 inh inactive, GSK3 alpha inh 2, DYRK1A inh 2, hERG protect -16, RGS4 act inactive, GSK3B inh -2, KCNQ1 block inactive, RGS4 inh inactive, PolyA inh inactive and KCNQ1 act inactive.
`COc1ccc(Cc2c(O)[nH]c(=S)[nH]c2=O)cc1` gave KCNK3 inh inactive, KCNK9 inh inactive, GSK3 alpha inh -2, DYRK1A inh 4, hERG protect -5, RGS4 act inactive, GSK3B inh 2, KCNQ1 block inactive, RGS4 inh inactive, PolyA inh inactive and KCNQ1 act inactive.
CCC(C)n1c(O)c(C=NCCc2ccccc2)c(=O)[nH]c1=S (stereo not given) was read as KCNK3 inh inactive, KCNK9 inh inactive, GSK3 alpha inh 12, hERG protect -8, RGS4 act inactive, GSK3B inh -2, KCNQ1 block inactive, RGS4 inh inactive, PolyA inh inactive and KCNQ1 act inactive.
